# APOBEC3A inh – APOBEC3A ssDNA deaminase inhibitors, primary screen, selectivity assay for APOBEC3G inhibitor project, biochemical, FAM/TAMRA oligo cleavage fluorescence; DNA dC->dU-editing enzyme APOBEC-3A (Homo sapiens), P31941; recombinant A3A, FAM/TAMRA ssDNA deamination fluorescence; inhibition, % at 20 µM; 330,000 tested, 0.41% active;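 active = at least 40% inhibition at 20 µM here, with at most 30% in a related deaminase screen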;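 also: plate controls were A3A with DMSO for no effect and wells lacking A3A enzyme for full effect; some results filed as inactive read as strong as hits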
# hIAP inh – human IAP inhibitors, primary screen, biochemical, luminescence, uHTS. purified IAP, CDP-Star luminescence, 30 min. inhibition, % at 10 µM. 330,000 tested, 0.12% active. Intestinal-type alkaline phosphatase (Homo sapiens), P09923;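 active = inhibition reaching a set limit with compound at 10 µM in the primary screen, cut at about 35% in these data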;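 also: plate controls were DMSO wells with enzyme for no effect and no-enzyme buffer wells for full effect; values of inactives mirror those of a sister screen read the other way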
# Target sequence (P09923 whole entry, looked up): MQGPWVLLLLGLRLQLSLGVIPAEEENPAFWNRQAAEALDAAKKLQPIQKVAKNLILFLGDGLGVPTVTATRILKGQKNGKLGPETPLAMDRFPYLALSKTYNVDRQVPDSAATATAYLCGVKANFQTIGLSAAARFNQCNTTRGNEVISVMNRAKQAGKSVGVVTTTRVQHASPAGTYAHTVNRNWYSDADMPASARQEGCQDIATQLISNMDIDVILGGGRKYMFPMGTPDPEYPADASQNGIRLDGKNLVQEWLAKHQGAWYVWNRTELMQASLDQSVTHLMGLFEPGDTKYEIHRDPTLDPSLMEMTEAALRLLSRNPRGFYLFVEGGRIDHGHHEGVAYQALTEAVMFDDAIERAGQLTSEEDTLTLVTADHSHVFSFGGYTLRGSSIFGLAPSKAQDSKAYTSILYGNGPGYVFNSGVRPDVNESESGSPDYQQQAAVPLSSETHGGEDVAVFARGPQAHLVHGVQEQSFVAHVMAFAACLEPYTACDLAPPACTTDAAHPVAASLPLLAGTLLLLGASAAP
# mIAP inh – inhibitors of mouse IAP, primary screen, biochemical, luminescence, uHTS; 330,000 tested, 0.2% active; purified mouse IAP, CDP-Star luminescence, 30 min; intestinal alkaline phosphatase [Mus musculus]; AID 2806, 2010; inhibition, % at 10 µM;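 active = inhibition of at least 40% at 10 µM in the primary screen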;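 also: plate controls were DMSO with enzyme for no effect and no enzyme wells for full effect; values of inactives mirror those of a sister screen read the other way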
# A3G deaminase – APOBEC3G DNA deaminase inhibitors, primary screen, biochemical, fluorescence, single-stranded DNA substrate, uHTS. inhibition, % at 20 µM. 330,000 tested, 0.28% active. recombinant A3G, ssDNA deamination FAM/TAMRA fluorescence. AID 493012, 2011. DNA dC->dU-editing enzyme APOBEC-3G (Homo sapiens), Q9HC16;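 active = inhibition of at least 40% at 20 µM, with no more than 30% in the related APOBEC3A deaminase screen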;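 also: plate controls were DMSO wells with A3G for no effect and wells lacking A3G enzyme for full effect; some compounds called inactive have numbers as strong as hits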
# Target sequence (Q9HC16 whole entry, looked up): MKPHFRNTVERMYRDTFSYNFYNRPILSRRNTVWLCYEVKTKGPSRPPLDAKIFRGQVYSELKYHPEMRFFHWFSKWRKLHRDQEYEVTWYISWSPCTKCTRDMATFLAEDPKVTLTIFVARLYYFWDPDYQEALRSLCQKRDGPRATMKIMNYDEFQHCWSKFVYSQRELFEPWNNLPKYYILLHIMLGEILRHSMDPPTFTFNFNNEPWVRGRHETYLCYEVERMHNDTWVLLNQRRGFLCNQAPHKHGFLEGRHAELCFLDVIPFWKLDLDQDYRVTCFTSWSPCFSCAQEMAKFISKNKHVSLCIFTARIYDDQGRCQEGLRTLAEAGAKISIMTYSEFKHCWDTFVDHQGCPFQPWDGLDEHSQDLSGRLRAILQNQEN
# hIAP act – human IAP activators, primary screen, biochemical, luminescence, uHTS. AID 2524, 2010. purified human IAP, CDP-Star luminescence, 30 min; active compounds read high; 1 = vehicle-only enzyme, 0 = enzyme-free background. 330,000 tested, 0.16% active. activation factor at 10 µM. Intestinal-type alkaline phosphatase (Homo sapiens), P09923;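 active = activation factor of the enzyme at least 2-fold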; also: the source names both 10 and 20 µM as test concentration; values of inactives mirror those of a sister screen read the other way
# beta cell repl – inducers of MIN6 beta-cell proliferation, primary screen, ATP luminescence, uHTS | MIN6 cells proliferation, ATPlite luminescence, 48 h; cells starved in 0.2% serum; 100% = growth in 10% serum | proliferation, % at 10 µM | 330,000 tested, 0.29% active;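 active = compounds whose signal lies at least 3.5 SD above the mean of all wells on their plate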;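 also: 0% = DMSO-treated cells in low-serum medium and 100% = 10% serum control; some compounds called inactive have numbers as strong as hits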
# MPTP block – mitochondrial permeability transition pore inhibitors, primary screen, biochemical, isolated mouse mitochondria, absorbance; Ca2+ swelling absorbance, 30 min; inhibition, % at 10 µM; 360,000 tested, 1.4% active;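 active = inhibition of 50% or more, scaled per plate between neutral and stimulator controls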;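 also: 0% = DMSO wells given calcium and 100% = 1 mM EGTA wells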
# mIAP act – activators of mouse IAP, primary screen, biochemical, luminescence, uHTS | intestinal alkaline phosphatase [Mus musculus] | muIAP, CDP-Star luminescence, 30 min; active compounds read high; 1 = vehicle-only enzyme signal, 0 = enzyme-free wells | activation factor at 10 µM | 330,000 tested, 0.24% active | AID 2805, 2010;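 active = activation factor of at least 2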; also: the source names both 10 and 20 µM as test concentration; values of inactives mirror those of a sister screen read the other way
#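 System: Mouse IAP enzyme | Also added: CDP-Star substrate | Dosing: Compounds dispensed in DMSO | Schedule: 30 min enzyme-substrate-compound incubation at room temperature | Technique: Chemiluminescence readout | Control set: DMSO-only wells and no-enzyme negative control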
# GRIN3A LBD mod – binders of NR3A ligand-binding domain, primary screen, biophysical, differential scanning fluorimetry, uHTS; Glutamate receptor ionotropic, NMDA 3A (GRIN3A) ligand-binding domain; NR3A LBD differential scanning fluorimetry, Tm shift; 0% = protein alone, 100% = glycine-bound protein; Tm shift relative to glycine control, % at 25 µM; 340,000 tested, 2.5% active;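 active = melting temperature shift of at least 10% of the positive control shift, at one fixed dose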
# An asterisk follows results filed as active; . = no result given.
nr	Compound	mIAP act	beta cell repl	A3G deaminase	APOBEC3A inh	mIAP inh
1	COc1ccc(OC)c(Nc2nc(N)nc(CSc3nnc(N)s3)n2)c1	0.93	0	-10	1	7
2	Cc1cccc(N(CC(=O)NC(C)C)C(=O)CCC(=O)Nc2ccccn2)c1	0.96	-1	-1	-4	4
3	COc1ccccc1C1CCCN1Cc1nc(-c2cc3c(cc2Cl)OCO3)oc1C (centres undefined)	0.95	-5	2	3	5
4	CCOC(=O)N1CCN(S(=O)(=O)c2cc3c(cc2C)NC(=O)CO3)CC1	0.89	2	2	1	11
5	CCN(CC(=O)NC1CCS(=O)(=O)C1)S(=O)(=O)c1ccc2ccccc2c1 (centres undefined)	0.94	0	-2	2	6
6	CCN(CC)S(=O)(=O)c1ccc(OC)c(NC(=O)c2cc(C)on2)c1	1	-2	-9	-9	-3
7	CCc1cccc(CC)c1NC(=S)N(CCN(C)C)C(C)c1cccnc1 (centres undefined)	1.1	-1	-2	0	-7
8	CC(=O)c1ccc(Nc2cc(C)nc3nc(C)nn23)cc1	0.93	-2	0	1	7
9	COc1ccc2oc(=O)c(-c3nc(C)cs3)cc2c1	0.97	2	1	0	3
10	O=C(C1CC1)N1CCN(c2ccc([N+](=O)[O-])cc2-n2cccc2)CC1	0.92	0	0	-1	8
11	CCSc1nncn1/N=C/c1ccc(OC)c(OC)c1	1	3	-6	0	-3
12	CC(C)C(c1nnnn1CC1CCCO1)N1CCN(C2CCCC2)CC1 (centres undefined)	0.99	-4	-6	-4	1

nr	hIAP act	hIAP inh	MPTP block	GRIN3A LBD mod
1	0.89	11	-1.5	0
2	0.89	11	0.6	2
3	0.93	7	0.6	-1
4	1	-4	0.4	0
5	0.93	7	-1.9	0
6	1.2	-17	0.1	-1
7	1.1	-13	0.1	2
8	0.92	8	-0.7	-3
9	0.99	1	-0.2	2
10	1	-2	2.9	-1
11	0.93	7	-0.1	1
12	0.78	22	3.8	1

# Next part; it opens with the 2 that closed the last part.
nr	Compound	mIAP act	beta cell repl	A3G deaminase	APOBEC3A inh	mIAP inh
11	CCSc1nncn1/N=C/c1ccc(OC)c(OC)c1	1	3	-6	0	-3
12	CC(C)C(c1nnnn1CC1CCCO1)N1CCN(C2CCCC2)CC1 (centres undefined)	0.99	-4	-6	-4	1
13	c1ccc(CCc2nc(-c3ccccc3)no2)cc1	0.88	-1	-1	3	12
14	COc1ccccc1CN1C[C@@H]2C[C@@H](c3ccccc3OC)N3CCC[C@@]23C1=O	0.98	-1	-5	0	2
15	COc1ccc(-c2c(-c3cc(OC)cc(OC)c3)n(C)c3ccc(-c4cnc(N)nc4)cc23)cc1	1	-6	-4	2	-2
16	CN(C)/C=N/c1sc2c(c1C#N)CCCCC2	0.94	-1	-3	-1	6
17	CCCCS(=O)(=O)N1CCCC(C(=O)Oc2ccccc2)C1 (centres undefined)	1	-2	-7	-5	-2
18	COC(=O)c1cc(OC)c(OC)cc1NC(=O)Cc1ccccc1[N+](=O)[O-]	0.94	-2	-2	6	6
19	C/C(=N\Nc1nc(C)cc(=O)[nH]1)C1CC1	0.96	0	-2	4	4
20	Cc1ccc(C(=O)Oc2cc(C)n(C)c(=O)c2)cc1	1.1	-3	-5	-5	-14
21	NC(=O)N1CC(O)CC1C(=O)Nc1ccc(Cl)c(Cl)c1 (centres undefined)	0.96	-2	-8	-1	4
22	C/C(=N\NC(=S)NC1CCCCC1)c1cccc(Br)c1	0.97	-7	-4	-2	3
23	O=C(CCC(=O)N1CCN(c2cccc(Cl)c2)CC1)N1CCN(c2ccccc2)CC1	0.89	-1	-1	-8	11
24	CCN(c1ccccc1)S(=O)(=O)c1ccc(C(=O)N2CCN(c3ccccc3)CC2)cc1	0.91	-5	-2	-1	9

nr	hIAP act	hIAP inh	MPTP block	GRIN3A LBD mod
11	0.93	7	-0.1	1
12	0.78	22	3.8	1
13	0.88	12	0.8	0
14	0.95	5	1.1	-4
15	1.1	-12	1.2	2
16	0.81	19	-0.5	-3
17	1	-3	0.4	0
18	1.6	-62	-1.4	-3
19	1.4	-43	1.0	0
20	1.2	-23	-0.4	-3
21	0.93	7	-0.9	1
22	0.9	10	3.2	3
23	1.1	-10	1.2	0
24	0.82	18	-0.7	-13

# Following part
nr	Compound	mIAP act	beta cell repl	A3G deaminase	APOBEC3A inh	mIAP inh
25	NC(=O)c1nsc(C(=O)N(CCCN2CCOCC2)C(C(=O)NC2CCCCC2)c2ccc(Cl)cc2)c1N (centres undefined)	1	0	1	0	-3
26	CN(C)c1ccc(/C=N/n2c(-c3cccnc3)n[nH]c2=S)cc1	0.99	-1	45*	-3	1
27	O=C(CCN1C(=O)c2ccccc2S1(=O)=O)Nc1ccc2c(c1)OCCO2	1.1	-1	3	-3	-8
28	CCCn1c2ccc(C)cc2c2nnc(SCCN3CCCCC3)nc21	0.91	-2	-6	-1	9
29	CC(=O)Nc1cccc(OCC(=O)Nc2ccccc2)c1	1	-3	-2	-4	-3
30	CCCc1cc(=O)[nH]c(SCc2ccc(Cl)cc2)n1	0.94	-2	4	0	6
31	Cc1cc(C)c2c(CCl)cc(=O)oc2c1	0.95	-4	-1	-1	4
32	CCOc1ccc(Nc2cc3n(c(=O)n2)CCc2cc(OC)c(OC)cc2-3)cc1	1.1	-2	-6	-4	-5
33	Cc1ccc(S(=O)(=O)NCCCn2ccnc2)cc1	1	-3	-5	0	0
34	O=C(Nc1nc(-c2cccs2)cs1)c1ccc(Cl)cc1	0.92	-6	-1	0	8
35	O=C(/C=C\Nc1ccccc1Br)c1ccc2c(c1)OCO2	0.89	-6	-17	-8	11
36	CC#CC(=O)N1CCC(CCC(=O)N(C)Cc2ccccc2)CC1	1.1	-2	-5	-3	-6

nr	hIAP act	hIAP inh	MPTP block	GRIN3A LBD mod
25	0.99	1	0.0	-1
26	1	-2	0.4	0
27	1.4	-42	0.7	-1
28	0.93	8	0.8	-5
29	1.2	-16	0.7	-3
30	1.1	-10	0.9	-2
31	0.99	1	-1.5	-1
32	1.1	-15	2.1	-2
33	1.1	-9	-0.4	8
34	0.88	12	0.2	11*
35	0.86	14	1.6	36*
36	1	-4	-0.9	-4

# Next section:
nr	Compound	mIAP act	beta cell repl	A3G deaminase	APOBEC3A inh	mIAP inh
37	Cc1cc(C)cc(OCc2nnc(SCC(=O)OC3CCCCC3)o2)c1	0.92	-1	0	-1	8
38	CCOc1ccc(NC(=O)NC2(C(=O)NCc3ccco3)CCCCC2)cc1	1.2	0	-3	0	-18
39	O=C(NCc1ccc2c(c1)OCO2)c1ccc(-c2ccc(Cl)cc2)o1	0.94	-3	3	3	6
40	O=C(Nc1ccccc1O)c1csc2c1CCCC2	1.1	0	-5	0	-9
41	CC(C(=O)N1CCN(Cc2ccccc2)CC1)n1ncn2cccc2c1=O (centres undefined)	0.96	3	-11	-3	4
42	CC(=O)Nc1cc2c(cc1C(=O)C(C)C)OCCO2	1	1	-7	-2	0
43	CC(C)Nc1nc(SCC(=O)Nc2ccccc2)nc(N2CCOCC2)n1	0.94	-2	7	38	6
44	Cc1nc2c(c(C)nn2-c2ccccc2)c(C)c1CCC(=O)Nc1ccc(CN2CCCC2)cc1	1.2	-6	-5	-4	-24
45	CCn1c2ccccc2n2c(=O)c(=O)n(CC(=O)Nc3ccc(C(C)C)cc3)nc12	0.93	0	-1	-2	7
46	Cc1ccc(C)c(N2N=C(C(=O)OCC(=O)N(C)c3ccccc3)CCC2=O)c1	0.96	-2	-7	-2	4
47	CCn1c(COc2ccccc2)nnc1SCc1ccc(C#N)cc1	0.95	-3	-1	2	5
48	COc1ccc(N(CC(=O)N2CCN(c3ccccc3F)CC2)S(=O)(=O)c2c(C)n[nH]c2C)cc1	0.99	-1	-9	-1	1

nr	hIAP act	hIAP inh	MPTP block	GRIN3A LBD mod
37	0.83	17	2.1	0
38	1.1	-8	-0.7	-2
39	1.2	-22	7.5	-32
40	1.1	-12	8.5	-5
41	0.82	18	0.7	0
42	0.91	9	0.9	2
43	0.9	10	-0.9	-1
44	1.1	-10	0.8	-3
45	0.89	11	1.9	13*
46	0.94	6	1.1	2
47	0.82	18	2.0	-8
48	1.5	-50	-1.1	0

# 2 records drawn at random from those above, as already listed:
nr	Compound	mIAP act	beta cell repl	A3G deaminase	APOBEC3A inh	mIAP inh
42	CC(=O)Nc1cc2c(cc1C(=O)C(C)C)OCCO2	1	1	-7	-2	0
39	O=C(NCc1ccc2c(c1)OCO2)c1ccc(-c2ccc(Cl)cc2)o1	0.94	-3	3	3	6

nr	hIAP act	hIAP inh	MPTP block	GRIN3A LBD mod
42	0.91	9	0.9	2
39	1.2	-22	7.5	-32

# (further entries)
nr	Compound	mIAP act	beta cell repl	A3G deaminase	APOBEC3A inh	mIAP inh
49	CCC(C)[C@H](NC(=O)c1cc2cc(Cl)ccc2n1C)C(=O)N1CCC[C@H]1C(=O)O (some centres undefined)	0.88	2	4	-2	12
50	COc1ccc(OCc2cnc(Cl)s2)cc1	1.1	-1	5	2	-10
51	CC(C)(C)OC(=O)N1CC(O)CC1C(=O)OCC(=O)c1ccc(Cl)cc1 (centres undefined)	1.1	-2	5	42*	-8
52	O=C(NNC(=O)c1ccc(Br)s1)c1ccc(F)c(S(=O)(=O)N2CCOCC2)c1	0.88	-1	0	-1	12
53	CCOC(=O)[C@@H]1[C@H]2COc3cc(OC)ccc3[C@@H]2N2C(=O)N(c3cccc(C)c3)C(=O)[C@@]12C	1	-3	-5	-5	-1
54	COc1cc(OC)cc(-c2c(C#Cc3ccsc3)c3cc(-c4cnc(OC)nc4)ccc3n2C)c1	0.98	-4	-8	-2	2
55	O=C(N/N=C/c1ccc([N+](=O)[O-])o1)c1cc(-c2ccncc2)nc2ccccc12	0.71	-5	7	21	29
56	Cc1cccc(OCC(=O)NCC(=O)N/N=C/c2cc(Br)cc(Br)c2O)c1	0.74	0	-6	-5	26
57	CSc1ccc(/C=N/n2nnnc2N)cc1	0.97	-4	-4	0	3
58	Cc1csc(NC(=O)Cc2ccc(F)cc2)n1	1.2	0	-2	-3	-15
59	COCCNC(=S)N/N=C/c1ccc(OCc2ccc(C(=O)OC)cc2)c(OC)c1	0.9	-2	-3	-3	10

nr	hIAP act	hIAP inh	MPTP block	GRIN3A LBD mod
49	0.77	23	1.5	0
50	1.1	-11	-2.9	3
51	0.87	13	-1.1	0
52	1.1	-6	2.2	-3
53	1.2	-16	-0.2	0
54	0.93	7	0.6	-3
55	1.3	-34	0.0	-3
56	1.2	-17	-0.3	17*
57	1.1	-8	-1.2	-26
58	1	-4	2.7	1
59	1.1	-6	.	-5

# High-throughput results deposited in PubChem BioAssay by Sanford-Burnham Center for Chemical Genomics.
